# Source: PubChem BioAssay
# Abeta rescue = compounds reversing amyloid beta toxicity in yeast; yeast expressing A-beta42, growth rescue, OD600, 48 h; response scale: 0% DMSO, 100% iron-clioquinol control; Potency, µM (doses to about 46.1 µM), for inactives: at the top dose growth rescue, hits mostly activators; 410,000 tested, 0.063% active; AID 1347071; note: potency is the fitted concentration of half-maximal effect; nearly all actives have a fitted effect of over 55% in size
#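 Yeast growth medium received pinned compounds, then yeast cells expressing toxic A-beta were added; plates incubated at 30 C for 48 hr. Growth read as absorbance at 600 nm, normalized to DMSO and equimolar FeCl3 plus clioquinol controls.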
# FUS yeast rescue = rescues growth of FUS-expressing yeast | S. cerevisiae FUS-expressing, growth rescue, OD600, 24 h | Potency, µM (series often up to 76.6 µM), without a hit: top-dose growth rescue (activation), most hits filed as activators | 390,000 tested, 0.24% active | AID 1347120;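 note: potency is the fitted concentration of half-maximal effect; plate controls were DMSO vehicle for no effect and reference control for full effect; nearly all actives have a fitted effect of over 55% in size; some results filed as inactive show a strong effect at the top dose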
#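 Restored growth of FUS-toxic S. cerevisiae, read as 600 nm absorbance after 24 h at 30C in galactose medium (starting OD 0.005). Controls CP55940 and DMSO.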
# aSyn yeast inh = inhibitors of alpha-synuclein toxicity in yeast; Yeast expressing alpha-synuclein, growth rescue, BacTiter-Glo, 24 h; Potency, µM (titrated, usually from 46.1 µM), for the others: at the highest dose growth rescue (activation), hits mostly activators; 370,000 tested, 0.14% active; AID 652106; note: potency is the fitted concentration of half-maximal effect; % of control where 0% means no effect; nearly all actives have a fitted effect of over 65% in size
#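 Galactose-induced alpha-syn yeast (OD600=0.02, raffinose-pregrown) + pinned cpd, 24 hr, 30 deg C; growth by BacTiter-Glo luminescence. Growth restoration scores as activation.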
# TDP43 rescue = rescues yeast growth from TDP-43 toxicity | Potency, µM (doses to about 46.1 µM), for inactives: at the highest dose growth rescue (activation), hits mostly activators | TDP-43 expressing yeast growth rescue, BacTiter-Glo, 24 h | 410,000 tested, 1.8% active; note: potency is the fitted concentration of half-maximal effect; % of control where 0% means no effect; nearly all actives have a fitted effect of over 50% in size
#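 Growth rescue of TDP-43-toxic yeast measured as ATP luminescence (BacTiter-Glo). Cells grown to mid-log in raffinose, induced in galactose at OD600=0.02, exposed to compound 24 hr at 30 deg C.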
# GLP-1R inv ag = GLP-1 receptor (human) inverse agonism | P43220 | HEK293 GLP-1R CRE-luciferase, luminescence, 24 h; GLP-1R form is constitutively active | Potency, µM (titrated, usually from 38.3 µM), inactives show at the highest dose activity change, negative = inhibition, actives largely listed as inhibitors | 410,000 tested, 1.6% active | AID 624417; note: potency is the fitted concentration of half-maximal effect; % is set by controls: 0 for no effect and ±100 for the full control effect; nearly all actives have a fitted effect of over 55% in size
# Target sequence (P43220 whole entry, looked up): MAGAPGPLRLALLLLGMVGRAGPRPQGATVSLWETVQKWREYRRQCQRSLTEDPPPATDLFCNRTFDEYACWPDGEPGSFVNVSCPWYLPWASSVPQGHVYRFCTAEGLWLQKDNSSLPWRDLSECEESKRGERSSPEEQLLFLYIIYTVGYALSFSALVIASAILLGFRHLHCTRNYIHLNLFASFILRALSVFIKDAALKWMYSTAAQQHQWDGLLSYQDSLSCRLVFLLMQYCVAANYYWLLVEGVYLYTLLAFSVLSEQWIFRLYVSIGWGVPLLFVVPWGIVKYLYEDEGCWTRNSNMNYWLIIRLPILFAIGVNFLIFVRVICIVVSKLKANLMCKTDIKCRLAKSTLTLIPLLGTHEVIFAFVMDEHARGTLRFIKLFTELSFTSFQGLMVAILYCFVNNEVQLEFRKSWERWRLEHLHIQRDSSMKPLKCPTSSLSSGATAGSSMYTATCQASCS
#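 Inverse agonism was detected as reduced cAMP-driven luciferase luminescence after 24 h compound treatment. The cells were HEK293 clones expressing constitutively active human GLP-1R with the reporter. Reporter-only and GPR119 cell lines served as counterscreen controls.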
# Mm-Cpn inhibitor = inhibitors of Methanococcus maripaludis chaperonin (MmCpn); Potency, µM (titrated, usually from 76.9 µM), inactives show at the highest dose activity, negative = inhibition, most hits filed as inhibitors; 330,000 tested, 0.031% active; purified Mm-Cpn ATPase, ADP Transcreener TR-FRET; note: potency is the fitted concentration of half-maximal effect; % is set by controls: 0 for no effect and ±100 for the full control effect; nearly all actives have a fitted effect of over 80% in size
#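 Measured: ADP formation by purified Mm-CPN. Conditions: 25 nM protein, 10 uM ATP, Tris pH 7.4 with Mg2+, K+ and DTT, 37°C for 30 min. Detection: Transcreener HTRF after 30 min at room temperature.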
# HEK293 tox = cytotoxic in the GLP-1 receptor inverse agonist counter-screen; AID 624418; HEK293 cAMP-luciferase reporter cells, luminescence, 24 h; 410,000 tested, 0.13% active; Potency, µM (doses to about 38.3 µM), for the others: at the highest dose activity change, negative = inhibition, actives largely listed as inhibitors;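 note: loss of luciferase light is scored as toxicity; potency is the fitted concentration of half-maximal effect; % is set by controls: 0 for no effect and ±100 for the full control effect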
#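 Cells in DMEM/10% Nu serum/1% pen-strep, 1536-well format. Pre-incubated 12 h, dosed with 23 nL compound, incubated a further 24 h. Luciferase detection, 12 min at room temp, luminescence.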
# PTHR1 ag = agonists of human PTHR1 parathyroid hormone receptor; 410,000 tested, 0.075% active; Potency, µM (titrated, usually from 115 µM), for inactives: at the highest dose activation, most hits filed as activators; Q03431; AID 743266; HEK293 GP2 PTHR1 cells, GloSensor cAMP luminescence, 1 h; note: potency is the fitted concentration of half-maximal effect; nearly all actives have a fitted effect of over 55% in size; some results filed as inactive show a strong effect at the top dose; inactives centre near -15; many of its hits are not listed in these tables
# Target sequence (Q03431 whole entry, looked up): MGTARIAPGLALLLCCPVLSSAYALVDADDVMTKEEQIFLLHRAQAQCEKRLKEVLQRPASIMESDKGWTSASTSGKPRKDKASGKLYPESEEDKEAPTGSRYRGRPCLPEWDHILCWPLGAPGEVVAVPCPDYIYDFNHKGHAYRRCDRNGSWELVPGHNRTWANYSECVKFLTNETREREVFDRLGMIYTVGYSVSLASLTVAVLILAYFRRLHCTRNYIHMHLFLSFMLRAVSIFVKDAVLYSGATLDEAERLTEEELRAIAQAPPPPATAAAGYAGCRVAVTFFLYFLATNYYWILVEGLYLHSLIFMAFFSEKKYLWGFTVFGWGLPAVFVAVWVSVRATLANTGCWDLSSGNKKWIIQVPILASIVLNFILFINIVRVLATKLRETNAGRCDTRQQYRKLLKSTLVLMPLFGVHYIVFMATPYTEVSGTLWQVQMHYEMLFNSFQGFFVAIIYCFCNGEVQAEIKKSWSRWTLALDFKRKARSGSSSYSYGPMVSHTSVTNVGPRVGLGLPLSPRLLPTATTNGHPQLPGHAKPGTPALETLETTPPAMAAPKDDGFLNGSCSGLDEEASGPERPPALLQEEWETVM
#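 HEK-293-derived GP2 cells expressing PTHR1 and a GloSensor cAMP reporter, 3,000/well, plated overnight, given luciferin plus IBMX (each 0.5 mM as added) for 1 h at 37 °C, then compound for 1 h at 37 °C. Luminescence was read after 15 min at room temperature.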
# pAkt inh = Akt phosphorylation inhibition | Neuro2A IGF-stimulated pAkt S473 HTRF, 20 min; stronger effect = lower value | activity change, % for hits at 50 µM | 360,000 tested, 0.32% active; in the data active = activity change below about -80%; inconclusive = mostly about -51% to -80%; note: % is set by controls: 0 for no effect and ±100 for the full control effect
#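 Neuro2A cells (4,500/well, DMEM with 0.5% FBS) were treated with compound at a single 50 µM final concentration, stimulated with 6 nM IGF for 20 min at 37 °C, and lysed. Phospho-Akt Ser473 was read by HTRF as 665/615 ratio ×10^4.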
# An asterisk follows results filed as active; i = inactive; ? = inconclusive; nt = not tested or not shown; ! = not active in a repeat; [ ] = another dose, or the depositor's remark. Unless noted, calls come from the whole dose curve; as a rule, active = well fitted curve in the direction sought with a large enough effect; inconclusive = small, poorly fitted or top-dose-only effect, or another doubt; inactive = no such curve, though single readings can be large; an effect the other way counts as inactive or inconclusive. These rows are one share of the data (hit frequency here may not be typical).
SMILES,Abeta rescue,FUS yeast rescue,aSyn yeast inh,TDP43 rescue,GLP-1R inv ag,Mm-Cpn inhibitor,HEK293 tox,PTHR1 ag,pAkt inh
CSc1cccc(CN2CCC(Oc3cccc(C(=O)N4CCCC4)c3)CC2)c1,1%,nt,-1%,-28%,?,0%,-16%,-2%,i
O=C(NCc1ncc(C(F)(F)F)cc1Cl)Nc1ccccc1,6%,22%,-12%,?,?,2%,-1%,i,i
COc1ccc(-c2nc(N)ncc2-c2ccc(OC)c(OC)c2)c(O)c1,-9%,13%,15%,8%,124%[activator],0%,12%,i,i
Cc1ccc(CSc2nc(N)cc(=O)[nH]2)cc1,-20%,-16%,-2%,11%,17%,0%,15%,-7%,i
COc1cc2cc(c1Cl)N(C)C(=O)CC(OC(=O)C(C)N(C)C(C)=O)C1(C)OC1C(C)C1CC(O)(NC(=O)O1)C(OC)C=CC=C(C)C2 (stereo not drawn),0%,nt,-1%,8%,-49%,nt,-46%,-11%,i
CN1CCN(C(CNC(=O)c2ccc(F)cc2)c2ccc3c(c2)OCO3)CC1 (stereo not drawn),9%,-14%,nt,18%,8%,nt,9%,18%,nt
CCNC(=O)C1(C)CCN(C(=O)c2cccc(Cl)c2)C1 (stereo not drawn),-17%,-16%,-2%,6%,14%,nt,3%,-15%,i
CCOc1ccc(NC(=O)c2nc(S(=O)(=O)Cc3ccccc3F)ncc2Cl)cc1,-12%,38%,11µM*!,?,11µM*,nt,?,-1%,nt
O=C1SCC(c2ccc(Cl)cc2Cl)=NN1Cc1nnc(-c2ccccc2)o1,-8%,nt,18%,?,?,-5%,-2%,i,i
Cc1cc(Br)cn2c(CC(C)(C)C)c(C3CCCCC3)nc12,0%,-7%,-6%,4%,-3%,nt,4%,-11%,i
Cc1nc(Cl)sc1C(=O)Nc1ccccc1Cl,-8%,-24%,7%,8%,0%,0%,-22%,i,i
O=C(COc1ccccc1)N=C1SC2CS(=O)(=O)CC2N1CCc1ccccc1 (stereo not drawn),1%,-5%,0%,-4%,2%,-2%,-5%,-4%,i
CCN(CC)C(=O)CN(Cc1ccccc1)S(=O)(=O)c1ccc(F)cc1,16%,?,6%,-3%,?,1%,-13%,-22%[57.5 µM],i
CNC(=O)c1ccccc1S(=O)c1ccccc1C#N (stereo not drawn),-16%[9.22 µM],-4%,-17%,-8%,0%,1%,-5%,i,i
O=C(NC(Cc1c[nH]c2ccccc12)C(=O)N/N=C/c1ccc(Br)cc1)c1cccs1 (stereo not drawn),1%,?,1%,1%,?,-2%,?,i,i
CCOC(=O)CNC(=O)Nc1cc(C(=O)NCc2cccc(F)c2)ccc1N1CCCC1,-7%,2%,nt,15%,17%,nt,4%,-3%,nt
Cc1cccc(NC(=O)NNC(=O)c2cc3occc3[nH]2)c1C,nt,-9%,-9%,13%,-15%,1%,-5%,-15%,i
COC(=O)Cc1c(C(=O)OC)nnn1-c1ccc(OC)cc1,-7%,33%,-8%,-22%[0.397 µM],15%,3%,0%,12%,i
COC(=O)c1ccc(NC(=O)c2cccc3c2C(=O)N(C2CCCCC2)C3)cc1,-11%,-17%,nt,-2%,16%,nt,-5%,-13%,nt
CC(=O)Nc1ccc2c(c1)nc(CCN1CCN(c3ccccn3)CC1)n2C,-3%,21%,0%,1%,4%,1%,-8%,i,i
NS(=O)(=O)c1ccc(NC(=O)CSc2nnc(COc3ccccc3Cl)n2C2CC2)cc1,-2%,?,?,-14%,-24%,2%,17%,-12%[57.5 µM],i
O=[N+]([O-])c1cccc(NC(=S)N2CCc3ccccc32)c1,?,11%,2%,13µM*,?,-1%,?,-22%,i
NC(=O)c1cc(S(=O)(=O)NCC2CCC(C(=O)Nc3ccc(Cl)cc3)CC2)cs1 (stereo not drawn),-7%,-7%,nt,13%,-19%,nt,-9%,-8%,nt
COc1ccc(/C=N/N(C)C2=NS(=O)(=O)c3ccccc32)cc1OC,-2%,-2%,1%,4%,46%[activator],1%,36%[activator],i,i
O=C(NC1CCCC1)C(c1cccs1)N(Cc1ccco1)C(=O)Cn1nnc(-c2cccs2)n1 (stereo not drawn),0%,15%,5%,-17%,?,5%,-19%,i,i
CC(NC(=O)c1csc2ccccc12)C1CCCO1 (stereo not drawn),-1%,8%,1%,-1%,0%,0%,9%,-10%[57.5 µM],i
CSCCC(NS(=O)(=O)c1ccccc1F)C(=O)N1CC=C(c2ccccc2)CC1 (stereo not drawn),24%,2%,1%,24%,?,-1%,-3%,-36%[inhibitor],i
O=C(CN1CCOCC1)Nc1nc2ccc([N+](=O)[O-])cc2s1,1%,nt,11%,-13%,0%,-2%,-6%,-8%,i
Cc1ccc(N(C(=O)c2csnn2)C(C(=O)NC2CCCCC2)c2ccccn2)c(C)c1 (stereo not drawn),11%,19%,2%,8%,3%,0%,-8%,0%,i
NC1=NC(=O)C(c2ccccc2)(c2ccccc2)S1,-4%,nt,1%,21%,?,nt,-4%,-86%[inhibitor],i

# 2 records picked at random from the list so far, as already listed:
SMILES,Abeta rescue,FUS yeast rescue,aSyn yeast inh,TDP43 rescue,GLP-1R inv ag,Mm-Cpn inhibitor,HEK293 tox,PTHR1 ag,pAkt inh
CNC(=O)c1ccccc1S(=O)c1ccccc1C#N (stereo not drawn),-16%[9.22 µM],-4%,-17%,-8%,0%,1%,-5%,i,i
CCN(CC)C(=O)CN(Cc1ccccc1)S(=O)(=O)c1ccc(F)cc1,16%,?,6%,-3%,?,1%,-13%,-22%[57.5 µM],i

# The results go on:
SMILES,Abeta rescue,FUS yeast rescue,aSyn yeast inh,TDP43 rescue,GLP-1R inv ag,Mm-Cpn inhibitor,HEK293 tox,PTHR1 ag,pAkt inh
O=C([C@H](Cc1ccccc1)N1C(=O)c2ccccc2C1=O)N1CCOCC1,13%,25%,-1%,-2%,5%,1%,-6%,i,i
CCN(CC)Cc1c(C(=O)N/N=C/c2cccnc2)nnn1-c1nonc1N,-10%,17%,-1%,-16%,-14%,3%,-2%,i,i
CCCOc1ccc(C(=O)c2nc3c(n2O)CCCC3)cc1,7%,-11%,nt,13µM*,0%,1%,34%[activator],-28%,nt
Fc1cccc(Cc2c(-c3ccccc3)nc3c(Cl)cc(C(F)(F)F)cn23)c1,-13%,-22%,17%,17%,7%,nt,-6%,-6%,i
CCOc1ccc(CCNC(=O)Cn2ccc3cc(S(=O)(=O)N4CCCC4)ccc32)cc1,5%,-12%,-10%,0%,?,-18%,0%,-32%,i
CCOc1ccccc1NC(=O)CCc1c(C)nc2c3cccnc3nn2c1C,2%,-9%,nt,11%,2%,nt,2%,-18%,nt
Cc1c(-c2ccc(Cl)cc2)[n+](=O)c2c(n1[O-])CCCC2,-22%,3%,-7%,-15%,-16%,-3%,3%,12%,i
Cc1cc(NC(=O)CSc2nnc(-c3ccncc3)n2N)ccc1Br,21%,33%,0%,10%,14%,-2%,0%,-8%,i
COc1cccc(/C=C/C(=O)N2CCN(S(=O)(=O)c3ccccc3)CC2)c1,-2%,32%,-6%,0%,5%,nt,0%,-13%,i
COc1ccc(C(=O)NNC(=O)CCc2ccccc2OC)cc1,6%,15%,-2%,7%,-12%,1%,0%,19%,i
CC(C)N(Cc1ccccc1)C(=S)NCCN1CCOCC1,-1%,2%,0%,-1%,8%,-2%,3%,-10%,i
COc1ccc(-n2cccc2C=O)cc1,0%,-5%,1%,17%,-4%,0%,12%,i,i
O=C(Nc1ccc([N+](=O)[O-])cc1)c1cccc(S(=O)(=O)Nc2ccccn2)c1,-17%,-22%,-4%,-7%,6%,-20%,1%,-15%,i
COc1ccc(NC(=O)c2sc3cc(C(F)(F)F)cnc3c2-c2cccs2)cc1,7%,-13%,-5%,7%,-5%,-4%,-6%,-8%,i
CCN1CCN(c2ncc3c(n2)CCN(Cc2sccc2C)C3)CC1,-10%,-15%,nt,13%[9.22 µM],?,nt,-7%,i,nt
CCn1c(=O)cc(SCC(=O)Nc2cccnc2)c2ccccc21,-15%,34%,-2%,-11%,0%,2%,11%,i,i
COc1ccc(-n2ncc3c2CC(C)(C)CC3NC(=O)c2ccoc2C)cc1 (stereo not drawn),16%,19%,10%,23%,?,1%,-21%,-6%,i
NC(=O)Cn1c(=O)n(CCCCCC(=O)NCc2ccc(F)cc2)c(=O)c2sccc21,1%,-24%,nt,24%,12%,nt,1%,i,nt
COc1cc(C2CC(=O)Oc3ccc(C(C)(C)C)cc32)cc(OC)c1OC (stereo not drawn),11%,?,-15%,18%,?,2%,-1%,i,i
CC1(C)CC(=O)C(C=NCCCN2CCCC2=O)=C(O)C1,0%,-26%,0%,-10%,9%,1%,7%,i,i
COCc1cc(C)n(CC(=O)N2CCCC2)c(=O)c1C#N,3%,-14%,-9%,8%,21%,-1%,1%,6%,i
COc1cc(C(CC(=O)N2CCCC2)c2c(OC)cc(OC)c3ccc(=O)oc23)cc(OC)c1OC (stereo not drawn),-20%,?,-2%,-12%,39%,-1%,4%,-6%,i
COc1ccc(Cc2nnc(SCC(=O)Nc3nc(C)cs3)o2)cc1,-11%,17%,-9%,0%,3%,1%,-13%,-31%[inhibitor],i
Nc1c(-c2nc(-c3ccccc3)cs2)c2ccccn2c1C(=O)c1ccc2c(c1)OCO2,-13%,6%,nt,-3%,6%,nt,21%,-3%,nt
Cc1ccc2ncc(C(=O)c3ccc(C)c(C)c3)c(S(=O)(=O)c3ccccc3)c2c1,3%,?,nt,14%,?,nt,-13%,-7%,nt
